SENP8 block-1 – SENP8 protease inhibitors, primary screen, biochemical, luminescence | purified SENP8, Z-RLRGG-aminoluciferin cleavage | inhibition, % at 10 µM | actives 1.2% (n = 330,000) | AID 2540, 2010; in the data active means inhibition above about 50%
SENP7 inh – SENP7 protease inhibitors, primary screen, biochemical, luminescence, uHTS; Sentrin-specific protease 7 (Homo sapiens), Q9BQF6; AID 434973, 2010; recombinant SENP7, Z-RLRGG-aminoluciferin luminescence, 40 min; inhibition, % at 5 µM; actives 1.5% (n = 330,000);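 active means inhibition above about 50% at the single test dose, limit read from the data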;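 further: plate controls were DMSO with enzyme for no effect and no enzyme buffer wells for full effect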
Target sequence (Q9BQF6 706-1050 limits assumed): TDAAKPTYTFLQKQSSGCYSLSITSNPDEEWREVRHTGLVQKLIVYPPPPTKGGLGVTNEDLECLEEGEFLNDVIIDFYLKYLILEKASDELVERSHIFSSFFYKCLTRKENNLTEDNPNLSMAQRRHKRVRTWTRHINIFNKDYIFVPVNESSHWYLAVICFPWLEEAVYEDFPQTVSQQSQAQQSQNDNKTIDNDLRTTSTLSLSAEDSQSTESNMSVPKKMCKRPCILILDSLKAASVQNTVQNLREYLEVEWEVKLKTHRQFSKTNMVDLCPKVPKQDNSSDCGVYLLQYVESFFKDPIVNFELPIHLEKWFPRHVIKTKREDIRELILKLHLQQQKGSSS
SENP1 inh – human SENP1 catalytic domain inhibitors, primary screen, biochemical, FRET, uHTS | Sentrin-specific protease 1 (Homo sapiens), Q9P0U3 | recombinant SENP1 catalytic domain, CyPet-SUMO1-YPet FRET cleavage | inhibition, % at 10 µM | actives 0.21% (n = 360,000);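 active means inhibition at least 30% at 10 µM, raw YFP signal under a set limit, fluorescence ratio 0.5 to 1.5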;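 further: 0% = enzyme with DMSO and 100% = no enzyme wells; some results filed as inactive read as strong as hits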
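System: Recombinant human SENP1 catalytic domain, His6-tagged | Incubation: Enzyme reaction for 50 min at room temperature, dark | Medium: Tris pH 8 with BME, BSA, NP40 and catalase | Also added: 25 nM SUMO1 FRET substrate | Compound: 10 µM single point, 0.5% DMSO | Measured by: FRET fluorescence in CFP and YFP emission channels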
NLRP3 yeast inh – NALP3 inflammasome inhibitors in reconstituted yeast, primary screen, luminescence, uHTS | Yeast reconstituted NLRP3/ASC/caspase-1, beta-gal luminescence, 24 h | inhibition, % at 10 µM | actives 0.39% (n = 330,000) | AID 2825, 2010;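 active means inhibition of 50% or more; inactive means inhibition below 50%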;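 further: plate controls were induced DMSO wells for no effect and uninduced yeast grown without galactose for full effect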
SENP6 inh – SENP6 protease inhibitors, primary screen, biochemical, luminescence, uHTS | Sentrin-specific protease 6 (Homo sapiens), Q9GZR1 | Recombinant SENP6 catalytic domain, aminoluciferin luminescence | inhibition, % at 10 µM | actives 1.8% (n = 330,000) | AID 2599, 2010;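 active means inhibition above about 50% at the single tested dose, limit read from the data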;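 further: plate controls were DMSO wells with enzyme for no effect and DMSO wells lacking enzyme for full effect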
Target sequence (Q9GZR1 628-1112 limits assumed): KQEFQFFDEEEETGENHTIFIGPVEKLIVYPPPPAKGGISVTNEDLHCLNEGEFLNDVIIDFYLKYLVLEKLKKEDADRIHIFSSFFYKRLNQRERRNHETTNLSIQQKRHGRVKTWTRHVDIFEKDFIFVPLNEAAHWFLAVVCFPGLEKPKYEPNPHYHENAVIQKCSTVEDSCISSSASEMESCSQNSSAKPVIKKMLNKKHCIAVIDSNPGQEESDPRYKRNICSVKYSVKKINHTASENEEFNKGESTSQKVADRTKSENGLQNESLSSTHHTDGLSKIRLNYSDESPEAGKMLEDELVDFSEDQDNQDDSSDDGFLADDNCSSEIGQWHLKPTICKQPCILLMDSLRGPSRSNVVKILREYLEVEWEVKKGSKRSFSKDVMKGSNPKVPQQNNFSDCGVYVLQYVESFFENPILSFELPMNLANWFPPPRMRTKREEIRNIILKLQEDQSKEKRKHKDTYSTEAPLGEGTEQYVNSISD
HKDC1 inh – HKDC1 hexokinase inhibitors, primary screen, biochemical, fluorescence, uHTS; actives 0.16% (n = 340,000); Q2TB90; AID 493160, 2011; recombinant HKDC1, G6PDH/diaphorase resazurin coupled fluorescence; inhibition, % at 20 µM;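 active means inhibition above about 35% when tested at 20 µM, limit read from the data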;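 further: plate controls were DMSO wells with enzyme for no effect and DMSO wells lacking enzyme for full effect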
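Assay system: in-house recombinant HK5 (HKDC1) enzyme. Input: HKDC1 at 5 µg/mL. Medium: Tris pH 8.0 buffer with MgCl2, Tween-20, BSA, BME. Dosing: single 20 µM dose. Schedule: 90 min reaction incubation at room temperature, dark. Signal: resazurin-to-resorufin fluorescence via G6PDH and diaphorase coupling, 525/613 nm. Controls: DMSO-enzyme wells negative, buffer-substituted wells positive.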
SENP8 block-2 – human SENP8 protease inhibitors, primary screen, biochemical, fluorescence, Nedd8 protein substrate, uHTS. Sentrin-specific protease 8 (Homo sapiens), Q96LD8. recombinant SENP8. inhibition, % at 20 µM. actives 0.64% (n = 360,000). AID 602440, 2012; in the data active means inhibition mostly above about 40%, no sharp cut-off; inactive means mostly below about 27%
PfGluPho inh – PfG6PD enzyme inhibitors, primary screen, biochemical, fluorescence intensity, uHTS; AID 504690, 2011; actives 0.78% (n = 350,000); glucose-6-phosphate dehydrogenase-6-phosphogluconolactonase (Plasmodium falciparum 3D7); PfGluPho enzyme, NADPH resazurin-diaphorase fluorescence; inhibition, % at 20 µM;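 active means inhibition reaching at least a set limit at 20 µM in the primary screen, cut at about 59% in these data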;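 further: 0% = DMSO wells with substrate and 100% = DMSO wells lacking glucose-6-phosphate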
Apaf-1 inh – inhibitors of human Apaf-1 apoptosome, primary screen, biochemical, DEVD-Rh110 fluorescence, uHTS | Apoptotic protease-activating factor 1 (Homo sapiens), O14727 | reconstituted apoptosome caspase-3 activity | actives 0.71% (n = 330,000) | inhibition, % at 20 µM | AID 489030, 2010; active means inhibition of at least 40% at 20 µM;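 further: plate controls were DMSO wells for no effect and DEVD-CHO caspase inhibitor wells for full effect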
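Assay system: Apoptosome proteins | Medium: pH 7.5 Hepes buffer with CHAPS, BSA, DTT | Also added: Cytochrome c and DEVD-Rh110 substrate | Times: 30 min plus 50 min, RT | Detection: Rhodamine 110 fluorescence at Ex 480/Em 540 nm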
Starred values were filed as active, the others as inactive; . = no result given; & = joins results of further samples.

SMILES,SENP8 block-1,SENP7 inh,SENP1 inh,NLRP3 yeast inh,SENP6 inh,HKDC1 inh,SENP8 block-2,PfGluPho inh,Apaf-1 inh
CCc1ccc(NC(=S)NCc2cccnc2)cc1,-4,-4,0,11,1,-5,6,5,-1
CCOC(=O)CCP(=O)(O)C(C)(O)c1ccccc1 (stereo not drawn),2,-1,2,6,3,-13,11,-4,-17
O=C(CCC(=O)OCC(F)(F)C(F)F)Nc1ccc(F)cc1F,-5,6,2,17,3,-4,11,-6,0
CN(C)CCNC(=O)c1cccc2[nH]c(-c3ccncc3)nc12,.,.,1,.,.,-1,-487,2,.
COc1cccc(N2C(=O)CN(Cc3ccc(OC)c(OC)c3)C2=S)c1,-4,-10,2,10,-6,-1,15,-12,17
O=C(/C=C/c1ccccc1)OCN1C(=O)c2ccccc2C1=O,0,-3,-1,-12,-16,2,3,1,7
COc1ccc(Br)cc1CN(C)C(=O)c1ccccc1OCc1c(C)noc1C,-3,-5,1,10,-6,1,14,6,14
CSc1nsc(SCC(=O)Nc2cccc(C(=O)O)c2)n1,0,-1,2,13,4,-4,4,4,-3
COc1ccccc1N1CCN(CC(O)COc2cccc3ccccc23)CC1 (stereo not drawn),3&-7,2&-3,7&0,38&27,-10&-8,1&-3,5&3,6&14,16&15
COc1ccc(-c2cc(C(F)(F)F)nc(N3CCN(c4ccc(F)cc4)CC3)n2)cc1OC,.,.,-2,.,.,-6,-35,3,.
COc1ccc(OC)c(CC(=O)N2CCc3cc(OC)c(OC)cc3C2)c1,-6,1,1,-14,8,-1,27,-2,5
COC(=O)Cn1ncc(N2C3CC(CC(C)(C)C3)C2C)c(Cl)c1=O (stereo not drawn),-3,-15,1,19,-4,-6,33,-8,-9
CCOC(=O)C1=C(N)OC2=C(C(=O)CC(C)(C)C2)C1c1ccco1 (stereo not drawn),-9,-2,-5,11,-9,-5,34,-13,-2
COC(=O)C(O)(CC(=O)Nc1ccc(Cl)cc1Cl)C(F)(F)F (stereo not drawn),0,4,2,18,8,12,9,-18,-11
O=C(O)c1cccc(NC(=O)c2ccc(S(=O)(=O)c3ccccc3)cc2)c1,31,31,1,-2,48,2,15,-23,0

5 structures out of the list, arranged by SMILES length, falling:
SMILES,SENP8 block-1,SENP7 inh,SENP1 inh,NLRP3 yeast inh,SENP6 inh,HKDC1 inh,SENP8 block-2,PfGluPho inh,Apaf-1 inh
O=C(O)c1cccc(NC(=O)c2ccc(S(=O)(=O)c3ccccc3)cc2)c1,31,31,1,-2,48,2,15,-23,0
CCOC(=O)C1=C(N)OC2=C(C(=O)CC(C)(C)C2)C1c1ccco1 (stereo not drawn),-9,-2,-5,11,-9,-5,34,-13,-2
COc1ccc(OC)c(CC(=O)N2CCc3cc(OC)c(OC)cc3C2)c1,-6,1,1,-14,8,-1,27,-2,5
O=C(/C=C/c1ccccc1)OCN1C(=O)c2ccccc2C1=O,0,-3,-1,-12,-16,2,3,1,7
CCc1ccc(NC(=S)NCc2cccnc2)cc1,-4,-4,0,11,1,-5,6,5,-1

Compound profiles, from the list above. Order of screens: SENP8 block-1	SENP7 inh	SENP1 inh	NLRP3 yeast inh	SENP6 inh	HKDC1 inh	SENP8 block-2	PfGluPho inh	Apaf-1 inh
Shown for COc1cccc(N2C(=O)CN(Cc3ccc(OC)c(OC)c3)C2=S)c1 : -4	-10	2	10	-6	-1	15	-12	17
Shown for COC(=O)Cn1ncc(N2C3CC(CC(C)(C)C3)C2C)c(Cl)c1=O (stereo not drawn) : -3	-15	1	19	-4	-6	33	-8	-9

(cont.)
SMILES,SENP8 block-1,SENP7 inh,SENP1 inh,NLRP3 yeast inh,SENP6 inh,HKDC1 inh,SENP8 block-2,PfGluPho inh,Apaf-1 inh
CC(=O)CCC(=O)N1CCC(n2nccc2NC(=O)c2ccccc2C)CC1,-1,-12,-2,-1,-3,0,7,3,0
COC(=O)CC1C(=O)NCCN1C(=S)NC(=O)c1ccccc1[N+](=O)[O-] (stereo not drawn),3,2,3,4,-2,-4,8,-1,-12
COc1ccc(OC)c(CN2C(=O)c3ccccc3C2C(=O)NCc2cccnc2)c1 (stereo not drawn),3,13,0,21,-3,-3,13,-3,9
CCOC(=O)N1CCC(Nc2cccc(SC)c2)CC1,5,4,0,2,1,-1,7,14,-4
CCCOC(=O)c1c(NC(=O)CCCn2nc([N+](=O)[O-])cc2C)sc(C(=O)OC)c1C,-5,-4,0,21,-5,-11,6,18,2
Cn1c(NC(=O)c2ccc(Cl)cc2)cc(=O)n(C)c1=O,-5,-13,2,3,-14,-7,9,-8,6
CC(C)Cn1c(SCC(=O)Nc2cccnc2Cl)nnc1-c1ccco1,-3,8,-1,22,-11,0,15,-4,-8
Cc1cccc2nc(CSc3ccccc3N)cn12,-6,-4,-1,5,14,-6,10,-12,-3
COc1cc(OC)cc(C(=O)N2CCN=C2SCc2cccnc2)c1,6,-3,-2,6,-13,5,4,-12,-8
O=C(NCc1ccncc1)c1cc(F)c(F)cc1Cl,-6,7,-2,8,0,-2,20,-20,-8
Cc1ccc(CSc2sc(C(=O)c3ccccc3)c(N)c2C#N)cc1,13,7,-12,15,26,-4,-43,22,16
CCOC(=O)c1oc2cccc(O)c2c1C,50*,63*,1,39,-13,7,-48,-4,6
Cc1ccc(Cl)cc1NC(=O)Nc1cccs1,4,3,0,8,14,5,17,-9,-8
CCOC(=O)c1c(NC(=S)Nc2ccccc2)sc2c1CCCCC2,-7,-2,-3,19,9,-5,7,1,-1
CN(CC(=O)Nc1c(Cl)cccc1Cl)C(=O)c1ccccc1-c1nc2ccccc2s1,8,2,-2,15,-6,-4,9,-6,18
COc1ccc(S(=O)(=O)N2CCCCC2)cc1NC(=O)Cc1c[nH]c2ccccc12,2,5,-5,-11,0,4,6,2,9
Brc1ccc2c(c1)OCCOCCOCCOCCOCCO2,0,2,0,-7,-2,-15,12,5,1
COc1cccc(/C=N/NC(=O)c2nnn(-c3nonc3N)c2-c2cccs2)c1,-4,-17,3,24,-15,1,-102,56,21
CCOC(=O)C1C(c2ccc(C)o2)NC(=O)NC1(O)C(F)(F)F (stereo not drawn),6,6,-4,1,18,-13,-6,14,-2
O=C(Nc1sc2c(c1C(=O)O)CCCCC2)c1ccccc1F,94*,86*,1,-18,96*,-4,-87,62*,11
CCCn1c(/C=C/c2cc[n+](C)cc2)nc2ccccc21,6,-1,-25,22,13,-1,-487,3,9
CCCN(Cc1nnc(-c2ccccc2Cl)o1)C(=O)c1oc2ccccc2c1C,13,-2,0,30,-12,-5,-4,15,23
Cc1nn(Cc2ccccc2)c(Cl)c1/C=N/NC(=O)c1cccnc1,-20,3,2,-1,-9,7,21,-16,-15
O=C(COC(=O)CCc1nc2ccccc2s1)Nc1ncc(Cl)cc1Cl,0,4,-3,11,10,5,5,6,0
Cc1ccc(-n2nnc3c(=O)n(CC(=O)c4ccccc4)cnc32)cc1,1,2,1,-3,-20,-7,9,1,-1
O=C(Nc1ccccc1)O[C@@H]1C[C@H]2CCC(=O)N3CC[C@@H](C1)[C@@H]23,55*,60*,.,3,56*,.,.,.,6
CCCCOc1ccc(C2(C)NC(=O)N(C)C2=O)cc1 (stereo not drawn),-6,1,0,19,4,-6,6,8,-8
CCOC(=O)c1[nH]c2ccccc2c1N=CN(CC)CC,7,-4,-3,15,5,-1,-219,-5,-7
Cc1cccc(/C=N/NC(=O)c2ccc(F)cc2)n1,3,-5,-57,14,-9,-3,7,4,4
C/C(=N\Nc1ccccn1)c1ccc(C(C)C)cc1,-11,7,1,5,5,-4,21,23,15
COc1ccc(C(=O)Nc2ccccc2C(=O)NCCN2CCOCC2)cc1OC,0,-6,2,8,-5,-5,-16,9,-17
Cc1ccnc(NC(=O)c2ccc(Cl)c([N+](=O)[O-])c2)c1,4,32,2,32,24,-5,4,15,10
O=C(NCc1cccnc1)c1c(O)c2cccc3c2n(c1=O)CCC3,-16,-11,3,41,-14,-1,-74,-7,16
COc1cc(NC(=O)c2cc(Cl)ccc2Cl)ccc1-c1cc2ccccc2oc1=O,1,0,-64,0,-11,1,-324,-13,-10
CN(C)c1cccc2c(C=C(C#N)C#N)ccc(N(C)C)c12,0,7,-10,-5,-5,4,-5,28,3
Cc1cc(/C=C(\C#N)C(=O)N2CCOCC2)c(C)n1C1CCCC1,12,9,-2,4,27,-1,-51,-3,0
COc1ccccc1CNC(=O)CCCn1nc(C)n2ccnc2c1=O,3,-1,-16,-6,0,-3,3,-7,-4
Cc1cc(C)nc(SCc2csc(-c3ccccc3)n2)n1,30,38,0,-9,60*,12,11,13,-8
NC(=O)NC(=O)CSc1nnc(-c2ccco2)n1Cc1ccccc1,1,3,-1,-6,-2,1,12,-10,-8
O=C(O)c1ccccc1C(=O)Nc1ccccc1,-13,-16,0,-14,-9,0,33,-7,0
O=[N+]([O-])c1ccc(-c2cnc[nH]2)cc1,5,3,4,14,-4,-1,12,18,-13
COc1ccc(Cl)cc1NC(=O)CN(C)C(=O)C1COc2ccccc2O1 (stereo not drawn),5,3,2,7,-4,2,3,-2,-1

Looked up above.
COc1cc(NC(=O)c2cc(Cl)ccc2Cl)ccc1-c1cc2ccccc2oc1=O @ HKDC1 inh: 1
NC(=O)NC(=O)CSc1nnc(-c2ccco2)n1Cc1ccccc1 @ SENP6 inh: -2

Source: PubChem (Sanford-Burnham Center for Chemical Genomics)
